UHRF1 binding – human UHRF1 methylated DNA binding inhibitors; Q96T88; UHRF1 binding to methylated oligo, TR-FRET; inhibition, % at 4.4 µM; actives 0.75% (n = 370,000); AID 687016; in the data active means inhibition above about 21%;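 further: UHRF1 SRA domain binding a hemimethylated CpG hairpin DNA probe; 0% = median of test compound wells and 100% = reference inhibitor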
Target sequence (Q96T88 whole entry, looked up, the tested form may be a part): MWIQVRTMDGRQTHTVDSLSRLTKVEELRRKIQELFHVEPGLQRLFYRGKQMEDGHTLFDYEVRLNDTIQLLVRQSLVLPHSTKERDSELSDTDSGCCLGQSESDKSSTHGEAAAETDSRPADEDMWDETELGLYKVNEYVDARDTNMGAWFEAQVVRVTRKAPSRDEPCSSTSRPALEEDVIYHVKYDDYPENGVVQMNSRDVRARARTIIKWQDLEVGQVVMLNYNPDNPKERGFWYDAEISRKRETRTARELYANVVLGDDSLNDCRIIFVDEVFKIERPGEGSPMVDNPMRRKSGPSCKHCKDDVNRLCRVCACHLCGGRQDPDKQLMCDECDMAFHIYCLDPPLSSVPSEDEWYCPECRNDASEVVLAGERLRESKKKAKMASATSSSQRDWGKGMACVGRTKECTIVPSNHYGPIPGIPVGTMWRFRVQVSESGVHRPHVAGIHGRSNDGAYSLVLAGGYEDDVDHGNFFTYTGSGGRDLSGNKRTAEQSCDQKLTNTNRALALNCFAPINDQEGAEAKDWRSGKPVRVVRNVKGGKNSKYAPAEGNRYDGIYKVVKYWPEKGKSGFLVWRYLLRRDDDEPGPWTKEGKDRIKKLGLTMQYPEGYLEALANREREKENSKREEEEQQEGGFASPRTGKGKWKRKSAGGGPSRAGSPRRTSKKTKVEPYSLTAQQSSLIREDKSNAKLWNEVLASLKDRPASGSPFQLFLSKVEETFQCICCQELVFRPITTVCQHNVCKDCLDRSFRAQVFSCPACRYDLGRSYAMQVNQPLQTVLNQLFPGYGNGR
ARFGAP1 inhibitor – inhibits rat ARF GTPase activating protein 1 | Q62848 | Arfgap1-stimulated ARF1 GTP hydrolysis, GDP FP detection | inhibition, % at 16.5 µM | actives 0.26% (n = 360,000) | AID 651572;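 active means inhibition above a per-plate limit, mean inhibition of low control wells plus 3 SD, cut at about 25% in these data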;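 further: 0% = DMSO wells with enzyme and 100% = wells lacking Arfgap1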
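System: truncated rat Arfgap1 GAP domain / Medium: HEPES-based buffer, pH 7.5 / Also added: N-terminally truncated human ARF1-GTP substrate / Incubation: enzyme reaction 120 min at 25 °C after 20 min preincubation / Measured by: FP of antibody-bound GDP Alexa 633 tracer, ex 620/em 688 nm / Replicates: singlicate, each compound tested once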
sPLA2-III inh – Blocks human group III sPLA2 activity; inhibition, % at 12.2 µM; Q9NZ20; actives 0.56% (n = 370,000); QFRET BODIPY PC-A2 liposome hydrolysis, fluorescence;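 active means inhibition above mean plus 3 SD of compounds lying within the high and low control bounds, cut at about 19% in these data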;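 further: 0% = median of test compound wells and 100% = no enzyme DMSO wells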
DDE Tn6 FP inh – DD(E)-Tn6 binding inhibition, primary FP screen; Fibrin DD(E) TRITC-Tn6 fluorescence polarization displacement; inhibition, % at 8.3 µM; actives 0.21% (n = 370,000);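 active means inhibition above a per-campaign cutoff: mean of compounds within control limits plus 3 SD, cut at about 15% in these data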;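 further: 0% = median of all compound wells on the plate and 100% = blocking peptide control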
DDE Tn7 FP inh – disrupts Tn7 cyclic peptide binding to fibrin D-Dimer-E complex; FP displacement of FITC-Tn7 peptide from fibrin DD(E); 0% = median of compound wells per plate; P02675; inhibition, % at 8.3 µM; actives 0.13% (n = 370,000);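 active means inhibition above the mean of compounds falling within the control limits plus 3 SD of them, cut at about 14% in these data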;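 further: 0% = plate median of compound wells and 100% = 10 µM Aha-Tn7 peptide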
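Also added: labelled Tn7 tracer, 0.1 µM; Assay system: human fibrin DD(E) protein; Amount: 2 µM fibrin DD(E); Schedule: 10 min compound pre-incubation, 3 h probe incubation at room temperature; Repeats: one replicate per compound; Read-out basis: percent inhibition; Measured by: fluorescence polarization of the labelled Tn7 tracer.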
proKLK7 act – activates the human kallikrein-7 zymogen; purified proKLK7, EDANS-DABCYL substrate fluorescence; 100% is mature enzyme control, 0% vehicle; AID 652039; P49862; actives 0.9% (n = 370,000); activation, % at 7 µM;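 active means activation above the mean of all tested compounds plus 3 SD, computed per campaign excluding outliers beyond control limits, cut at about 13% in these data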
Target sequence (P49862 whole entry, looked up): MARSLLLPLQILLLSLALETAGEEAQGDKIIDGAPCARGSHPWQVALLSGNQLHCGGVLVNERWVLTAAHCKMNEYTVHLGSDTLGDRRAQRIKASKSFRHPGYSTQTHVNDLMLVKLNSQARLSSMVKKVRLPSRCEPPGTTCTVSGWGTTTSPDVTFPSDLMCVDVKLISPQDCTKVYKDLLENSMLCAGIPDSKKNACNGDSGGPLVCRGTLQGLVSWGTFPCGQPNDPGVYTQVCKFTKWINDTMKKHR
PLC-beta3 inh – blocks human PLC-beta3 enzyme activity. Purified PLC-beta3, fluorogenic substrate, fluorescence. inhibition, % at 12.2 µM. actives 0.18% (n = 370,000); in the data active means inhibition above about 11%;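 further: 0% = median of compound wells on plate and 100% = full blocker control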
PLC-gamma1 inh – PLC-gamma1 (human) inhibition, primary screen. P19174. actives 0.84% (n = 370,000). purified PLC-gamma1, fluorogenic substrate, fluorescence. inhibition, % at 12.2 µM; in the data active means inhibition above about 9.5%
Rev-erbA mod – modulates human Rev-erb alpha binding to DNA. actives 0.79% (n = 370,000). Rev-erbα–FITC-DNA binding, fluorescence polarization, 90 min. activity, % at 10 µM. P20393;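 active means activity above about 14%, limit read from the data; passing the limit was not always enough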;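 further: 0% = DMSO wells with 35 nM protein and 100% = DMSO wells with 750 nM protein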
ASAP1 GAP inh – ASAP1 ArfGAP inhibition; Q9ULH1; actives 0.19% (n = 360,000); ASAP1-stimulated ARF1 GTP hydrolysis, GDP FP detection; AID 624377; inhibition, % at 16.5 µM; in the data active means inhibition above about 25%;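 further: 0% = vehicle with enzyme and substrate and 100% = no enzyme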
The depositor's hits bear a star; nt = not tested or not shown.

The line under a structure holds: UHRF1 binding	ARFGAP1 inhibitor	sPLA2-III inh	DDE Tn6 FP inh	DDE Tn7 FP inh	proKLK7 act	PLC-beta3 inh	PLC-gamma1 inh	Rev-erbA mod	ASAP1 GAP inh
- O=C(NCCc1ccccc1)C(=O)N/N=C/c1ccc2c(c1)OCO2
 : -3	1	3	1	3	-0.6	-2	-5	-2	3
- Cc1ccc(C(CC(=O)N2CCNCC2)c2ccccc2)c(O)c1C (centres undefined)
 : -2	6	-2	-2	10	0.4	-5	0	3	-9
- Cc1ccn2c(NC(=O)C(C)(C)Oc3ccc(Cl)cc3)c(-c3cccs3)nc2c1
 : 2	-10	-1	-3	-5	0.0	-36	-28	-1	0
- Cc1ccc2[nH]c(C(=O)N3CCCC(Nc4ccc(F)cc4)C3)cc2c1 (centres undefined)
 : 0	-1	-13	-1	-4	0.3	-6	-2	3	-9
- CCN(CC)c1ccc(NC(=S)NC(=O)C2CCC2)cc1
 : -3	-1	16	6	0	0.6	-1	1	2	7
- CCCC(=O)Nc1cnc(NC(=O)c2cccc(F)c2)cc1C
 : -2	8	5	1	-3	0.5	5	2	0	8
- Cc1[nH]c2ccccc2c1/C=C/c1nc2ccccc2c(=O)n1-c1cccc([N+](=O)[O-])c1
 : 1	2	-2	7	-2	0.2	-6	-6	4	-5
- CC1(C(=O)Nc2cccc3ncccc23)CCN1C(=O)Cc1ccc(-c2ccccc2)cc1 (centres undefined)
 : -2	9	-17	-2	-6	-0.5	-46	-36	1	6
- CCOC(=O)N1CCN(C(=O)CS(=O)(=O)c2cn(Cc3cccc(F)c3)c3ccccc23)CC1
 : -1	2	-4	5	7	0.7	-1	0	-5	-4
- c1ccc(-n2c(Cc3cn4ccsc4n3)nnc2N2CCOCC2)cc1
 : -3	-1	2	2	-4	-0.3	-7	-7	7	-11
- Cc1csc(SCc2nc3scc(-c4ccccc4)c3c(=O)[nH]2)n1
 : -1	8	-2	1	6	0.0	-9	-3	5	-11
- Cc1cc([N+](=O)[O-])ccc1NC(=O)CCC(=O)N1CCCCC1
 : -3	-16	-6	11	6	0.2	-7	0	-1	-13
- O=C(CCNC(=O)c1ccccc1Cl)Nc1cccc(S(=O)(=O)N2CCCC2)c1
 : -2	-11	5	1	9	0.3	-6	1	2	2
- O=C(Nc1ccccc1)Nc1nnc(SCc2ccc(Cl)cc2)s1
 : -2	-3	-1	3	2	-0.3	3	2	-3	-3
- CCCn1c(=O)c(C(=O)NCC2CCCO2)c(O)c2ccccc21 (centres undefined)
 : 0	4	1	-2	3	-0.2	4	2	9	0
- CC1CC2OC2CC1COC(=O)C1CC2OC2CC1C (centres undefined)
 : -2	7	-2	-1	0	-0.5	1	2	-3	11
- O=[N+]([O-])c1ccc(-c2nn(-c3ccccc3)cc2/C=N/n2c(-c3cccs3)n[nH]c2=S)cc1
 : 1	4	-3	8	8	-0.5	-11	-1	-4	-9
- Cc1cc(C)c(C#N)c(SCC(=O)c2cccs2)n1
 : 1	2	-19	7	-1	1.8	-22	-16	7	0
- COc1ccc(C2=NO[C@@H]3C(=O)N(c4c(C)cccc4C)C(=O)[C@H]23)cc1OC
 : 3	11	14	-8	2	0.1	4	0	0	6
- COc1ccc(-n2c(N)c(-c3nc4ccccc4n3C)sc2=S)cc1
 : 0	18	3	-3	-1	-0.7	-5	-5	0	0

Of the compounds above, four have an NH in an aromatic ring:
The line under a structure holds: UHRF1 binding	ARFGAP1 inhibitor	sPLA2-III inh	DDE Tn6 FP inh	DDE Tn7 FP inh	proKLK7 act	PLC-beta3 inh	PLC-gamma1 inh	Rev-erbA mod	ASAP1 GAP inh
- Cc1ccc2[nH]c(C(=O)N3CCCC(Nc4ccc(F)cc4)C3)cc2c1 (centres undefined)
 : 0	-1	-13	-1	-4	0.3	-6	-2	3	-9
- Cc1[nH]c2ccccc2c1/C=C/c1nc2ccccc2c(=O)n1-c1cccc([N+](=O)[O-])c1
 : 1	2	-2	7	-2	0.2	-6	-6	4	-5
- Cc1csc(SCc2nc3scc(-c4ccccc4)c3c(=O)[nH]2)n1
 : -1	8	-2	1	6	0.0	-9	-3	5	-11
- O=[N+]([O-])c1ccc(-c2nn(-c3ccccc3)cc2/C=N/n2c(-c3cccs3)n[nH]c2=S)cc1
 : 1	4	-3	8	8	-0.5	-11	-1	-4	-9

(further entries)
The line under a structure holds: UHRF1 binding	ARFGAP1 inhibitor	sPLA2-III inh	DDE Tn6 FP inh	DDE Tn7 FP inh	proKLK7 act	PLC-beta3 inh	PLC-gamma1 inh	Rev-erbA mod	ASAP1 GAP inh
- N#CC1=C(N)C(C#N)(C#N)C(c2cccnc2)C2CN(C(=O)OCc3ccccc3)CC=C12 (centres undefined)
 : 2	-3	-4	4	-6	-0.2	-1	1	5	0
- [O-][n+]1c2ccccc2c2n1CCN1CCOC21c1ccc(Cl)cc1 (centres undefined)
 : 0	3	6	2	3	1.6	-178	-105	-2	10
- CCC(C)NC(=O)c1ccc(CSCc2ccc(Cl)cc2)o1 (centres undefined)
 : 0	1	-7	5	7	-0.5	-7	-1	2	-9
- CCc1nn(-c2ccccc2)c(=S)c2ccccc12
 : -1	8	7	1	-2	0.4	5	3	1	-7
- Cc1nc(C)c(CCNC(=O)c2ccc(C(F)(F)F)cc2)s1
 : 0	9	2	2	4	-0.1	2	-2	-6	-3
- Cc1onc(C(=O)NN)c1C(=O)Nc1ncc(C(F)(F)F)cc1Cl
 : -1	19	-1	-3	0	0.5	3	1	-5	7
- CC1Cc2ccccc2N1CC(=O)NC(=O)NCc1ccco1 (centres undefined)
 : 1	-6	-3	6	0	0.1	-14	-15	5	6
- Cc1ccc2c(c1)nnn2C1CCN(S(C)(=O)=O)CC1
 : -2	-8	1	-1	-6	0.2	3	1	2	-13
- CCCn1c(-c2cccc([N+](=O)[O-])c2)nc2c1c(=O)[nH]c(=O)n2Cc1ccccc1
 : -4	-13	-1	-2	3	-0.7	3	0	-9	-5
- Cc1cc(C)cc(N(CC(=O)NC2CCC(C)CC2)S(=O)(=O)c2ccc(C)c(C)c2)c1 (centres undefined)
 : 1	nt	3	3	6	0.0	3	0	-3	nt
- COC1=C(C)C(=O)C2=C(C1=O)C1C3CC4=C(C(=O)C(OC)=C(C)C4=O)C(CNC(=O)C(C)=O)N3C(C#N)C(C2)N1C (centres undefined)
 : -2	-11	-7	3	1	0.1	-23	-18	3	5
- COc1ccc(C(C)=O)cc1COC(=O)c1cc(C)nc2ccccc12
 : -1	-11	-2	-8	-5	-0.1	-1	-1	2	7
- O=C(NNC(=O)c1cccs1)c1ccc(Br)cc1
 : 0	6	-9	4	-1	0.4	-1	0	-2	15
- CCSc1nnc2c(n1)OC=Nc1ccc(Br)cc1-2
 : -9	-4	8	1	7	-0.5	-1	-1	-4	3
- Cc1ccc(CNC(=O)c2cc3c(s2)CS(=O)(=O)C3)cc1
 : 3	-7	0	-1	-4	-0.7	-10	0	-4	-12
- Cc1ccc(-c2nc(C3CCN(S(=O)(=O)c4ccc(C(C)(C)C)cc4)CC3)no2)cc1
 : 2	-3	3	-5	7	-0.1	2	-1	-3	-8
- Cc1ccc(S(=O)(=O)N2C(c3cccc(Cl)c3)CC=C(C(=O)O)C2c2cccc(Cl)c2)cc1 (centres undefined)
 : 3	-5	3	1	7	0.7	4	-1	-5	-5
- COc1cccc(-c2cc(C(=O)O)[nH]n2)c1
 : 2	18	3	2	0	-0.1	0	3	-2	6
- O=C(CNC(=S)N(CCCN1CCOCC1)Cc1cccs1)N1CCOCC1
 : 4	1	2	-2	6	-1.0	2	-1	4	-7
- O=C(CN(C(=O)CNC(=O)c1ccco1)c1ccc2c(c1)OCCO2)NC1CCCC1
 : -2	-6	-2	7	12	-0.5	4	1	2	-3

The line under a structure holds: UHRF1 binding	ARFGAP1 inhibitor	sPLA2-III inh	DDE Tn6 FP inh	DDE Tn7 FP inh	proKLK7 act	PLC-beta3 inh	PLC-gamma1 inh	Rev-erbA mod	ASAP1 GAP inh
- O=C1C2C(C(=O)N1/N=C/c1ccco1)C1C=CC2C12CC2 (centres undefined)
 : -2	16	2	7	-4	-0.2	3	2	-2	-2
- O=C(CCSc1ccc(Cl)cc1)N1CCN(c2ccc(O)cc2)CC1
 : 0	-7	-4	-7	0	-0.1	-6	-1	-3	-3
- CN(C)CCCNCCCNC(=O)c1ccccn1
 : -2	-10	2	9	-1	0.3	2	2	-3	5
- O=[N+]([O-])c1ccccc1S(=O)(=O)N1CCN(Cc2ccccc2)CC1
 : -1	-7	5	-7	1	-0.3	-2	-3	1	-5
- CCc1nc2ccc(C(=O)NCCCN3CCCC3=O)cn2c1N(CC)Cc1cccc(Br)c1
 : 2	-7	1	5	0	0.8	-14	-7	-2	-8
- O=C(Nc1ccc(Cl)c(Cl)c1)Nc1ccc(Br)cc1F
 : 2	5	4	-9	2	0.4	12*	8	-2	8
- Cc1ccc(C)c(N2CCN(S(=O)(=O)c3c(C)noc3/C=C/N(C)C)CC2)c1
 : -1	-14	23*	1	-1	-0.1	-3	-2	2	4
- CCN(CC)CCN(C(=O)C1=COCCO1)c1nc2c(OC)ccc(OC)c2s1
 : -8	-6	-2	1	4	-0.2	-5	0	1	-16
- COc1ccc(N(C)C(=O)c2ccc3c(c2)nnn3C)cc1
 : 1	-6	-2	2	2	0.1	-7	-4	4	1
- Cc1ccc(-c2nc3ccc(Br)cn3c2Cc2cccc(Cl)c2)cc1
 : 3	-9	-20	8	-5	-2.9	-8	-7	19*	-5
- O=C(Nc1ccc(F)cc1)N1CCCN(c2nccc(C(F)(F)F)n2)CC1
 : 2	-1	4	-2	8	0.5	-6	-4	1	-12
- O=C(NCC1CCCO1)c1cc2n(n1)C(C(F)(F)F)CC(c1ccc(Br)cc1)N2 (centres undefined)
 : 0	3	-4	2	9	0.4	-1	-4	6	-6
- CN1CCN(C(=O)c2cnn(-c3ccccc3)c2NC(=O)c2cccs2)CC1
 : -1	-4	1	0	3	0.7	4	0	-3	13

Ordered by value in PLC-beta3 inh (low to high): some entries from above.
The line under a structure holds: UHRF1 binding	ARFGAP1 inhibitor	sPLA2-III inh	DDE Tn6 FP inh	DDE Tn7 FP inh	proKLK7 act	PLC-beta3 inh	PLC-gamma1 inh	Rev-erbA mod	ASAP1 GAP inh
- CCc1nc2ccc(C(=O)NCCCN3CCCC3=O)cn2c1N(CC)Cc1cccc(Br)c1
 : 2	-7	1	5	0	0.8	-14	-7	-2	-8
- Cc1ccc(-c2nc3ccc(Br)cn3c2Cc2cccc(Cl)c2)cc1
 : 3	-9	-20	8	-5	-2.9	-8	-7	19*	-5
- O=C(CCSc1ccc(Cl)cc1)N1CCN(c2ccc(O)cc2)CC1
 : 0	-7	-4	-7	0	-0.1	-6	-1	-3	-3
- O=[N+]([O-])c1ccccc1S(=O)(=O)N1CCN(Cc2ccccc2)CC1
 : -1	-7	5	-7	1	-0.3	-2	-3	1	-5
- CN(C)CCCNCCCNC(=O)c1ccccn1
 : -2	-10	2	9	-1	0.3	2	2	-3	5
- O=C(Nc1ccc(Cl)c(Cl)c1)Nc1ccc(Br)cc1F
 : 2	5	4	-9	2	0.4	12*	8	-2	8

Hits appear at their usual frequency. Share with any hit: about 4.5%.
